Source: PubChem BioAssay (several laboratories)
FXIa inh: inhibitors of human coagulation factor XIa; P03951; purified FXIa, Boc-Glu-Ala-Arg-AMC fluorogenic substrate; inhibition, % at 5 µM; 220,000 tested, 0.14% active;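 active means inhibition of at least 40%; inactive means inhibition below 40%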;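 further: fluorescence of freed AMC excited at 355 nm; 0% = enzyme without compound and 100% = no enzyme blank; many of its hits are not listed in these tables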
Target sequence (P03951 19-387 limits assumed): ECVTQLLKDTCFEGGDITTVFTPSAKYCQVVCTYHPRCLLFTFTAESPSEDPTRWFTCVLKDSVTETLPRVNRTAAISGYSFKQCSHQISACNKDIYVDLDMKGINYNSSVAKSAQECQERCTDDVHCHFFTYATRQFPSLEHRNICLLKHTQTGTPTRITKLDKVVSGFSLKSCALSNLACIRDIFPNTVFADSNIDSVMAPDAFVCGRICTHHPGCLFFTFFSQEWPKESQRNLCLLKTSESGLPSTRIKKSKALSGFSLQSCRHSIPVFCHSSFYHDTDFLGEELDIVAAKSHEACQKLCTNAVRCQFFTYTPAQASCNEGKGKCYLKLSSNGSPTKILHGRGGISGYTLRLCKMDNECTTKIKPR
Target sequence (P03951 388-625 limits assumed): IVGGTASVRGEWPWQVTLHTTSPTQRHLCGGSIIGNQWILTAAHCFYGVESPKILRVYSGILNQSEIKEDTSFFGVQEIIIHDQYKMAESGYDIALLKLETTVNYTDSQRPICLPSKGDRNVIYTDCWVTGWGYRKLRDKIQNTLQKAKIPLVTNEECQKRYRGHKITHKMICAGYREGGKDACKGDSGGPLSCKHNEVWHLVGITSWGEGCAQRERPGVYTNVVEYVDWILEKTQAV
PPC-1+TRAIL kill: kills PPC-1 cancer cells in the presence of TRAIL; PPC-1 cells + TRAIL, ATPLite viability luminescence; cell killing (% activity), % at 4 µM; 220,000 tested, 0.41% active; AID 1443;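 active means cell killing above 50% in the first pass at 4 µM, then a duplicate retest at 5 µM averaging 50% or more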;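 further: plate controls were cells with TRAIL plus DMSO for no effect and medium-only wells lacking cells for full effect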
CHOP inh: CHOP inhibition in unfolded protein response. CHO-K1 CHOP-promoter luciferase, tunicamycin-induced, 15-18 h. 220,000 tested, 3.8% active. inhibition, % at 10 µM. AID 2732;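 active means compounds that reduced the stress-induced luciferase reporter signal by more than about 70% of percent inhibition, limit read from the data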;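 further: 0% = tunicamycin plus vehicle and 100% = wells without tunicamycin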
PGE2 EP2 inh: inhibitors of human EP2 prostaglandin E2 receptor | C6 glioma cells expressing human EP2, cAMP TR-FRET; cells stimulated with saturating PGE2 | inhibition, % at 25 µM | 260,000 tested, 0.52% active | AID 1422;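 active means percent inhibition above 40 after rounding to a whole number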;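 further: rat C6 glioma host cells with rolipram phosphodiesterase inhibitor present; the protocol text gives 20 µM as final concentration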
Target sequence (P43116 whole entry, looked up): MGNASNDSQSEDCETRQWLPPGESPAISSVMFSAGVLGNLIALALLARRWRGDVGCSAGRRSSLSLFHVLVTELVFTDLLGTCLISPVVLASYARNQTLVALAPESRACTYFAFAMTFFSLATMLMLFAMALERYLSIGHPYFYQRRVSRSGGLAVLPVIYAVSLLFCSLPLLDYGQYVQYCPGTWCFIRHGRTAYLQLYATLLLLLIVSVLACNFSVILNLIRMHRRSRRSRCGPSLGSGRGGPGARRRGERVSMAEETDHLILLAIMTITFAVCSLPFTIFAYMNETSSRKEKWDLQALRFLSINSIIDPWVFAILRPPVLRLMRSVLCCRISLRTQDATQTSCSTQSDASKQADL
FXIIa inh: inhibitors of human coagulation factor XIIa; 220,000 tested, 0.3% active; inhibition, % at 5 µM; purified FXIIa, Boc-QGR-AMC fluorogenic substrate, 2 h; AID 800; P00748; in the data active means inhibition above about 40%;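 further: 0% = enzyme with no compound and 100% = blank without enzyme; many of its hits are not listed in these tables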
L929 necroptosis: blocks zVAD induced death of L929 cells; AID 1377; L929 zVAD necroptosis rescue, ATP luminescence, 24 h; with zVAD 60 µM; viability rescue, % at 10 µM; 220,000 tested, 0.38% active;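 active means activation, scaled between plate controls, above about 75%, limit read from the data; inactive means activation under that limit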;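 further: 0% = zVAD with DMSO and 100% = DMSO alone without zVAD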
TNF necrop inh: blocks TNF-alpha induced death of Jurkat FADD-/- cells | Jurkat FADD-/- TNF necroptosis rescue, ATP luminescence, 24 h; 0 = TNF only, 100 = no-TNF cells | activation (protection from cell death), % at 10 µM | 220,000 tested, 0.068% active | AID 463075;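 active means activation, meaning protection from cell death, of at least 50% relative to plate controls; inactive means activation below 50%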;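 further: necroptosis triggered by 40 ng/mL TNF-alpha added together with compound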
TbHK1 inh: T. brucei hexokinase 1 inhibition; recombinant TbHK1, G6PDH-coupled NADH A340; inhibition, % at 10 µM; 220,000 tested, 0.11% active;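 active means inhibition of 50% or more in the single-dose primary screen; inactive means inhibition below 50%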
Wee1 stabilizer: inhibitors of human Wee1 degradation. HeLa Luc-Wee1K328M stability, luciferase luminescence; 100% = proteasome inhibitor MG132 effect. reporter increase, % at 5 µM. 220,000 tested, 1.2% active;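 active means activation above the mean of all tested compounds plus 3 SD, set per screening run, cut at about 8.8% in these data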;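 further: cells exposed to compound for 20 h before luminescence read; 0% = DMSO alone and 100% = MG132 at 30 µM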
Starred values were filed as active, the others as inactive; . = not tested or not shown; & = joins results of further samples. Not all compounds are listed; rates above refer to the full screens.

SMILES	FXIa inh	PPC-1+TRAIL kill	CHOP inh	PGE2 EP2 inh	FXIIa inh	L929 necroptosis	TNF necrop inh	TbHK1 inh	Wee1 stabilizer
Cc1cc(C)n2nc(SCC(=O)N/N=C/c3ccccn3)nc2n1	8	24	-20	2	9	0.2	0.4	0	2
O=C(c1ccc(=O)[nH]c1)N(Cc1cccs1)C1(C(=O)NC2CCCC2)CCCCC1	10	15	27	6	13	-0.2	1.4	4	0
O=C(N/N=C/c1cc(Br)c(Br)o1)c1ccc2c(c1)OCCO2	11	0	-32	8	9	2.1	-8.5	-38	-1
COc1ccc(C(=O)NCCC(C)C)cc1S(=O)(=O)N1CCOCC1	7	13	-12	1	32	0.3	-0.5	0	-1
CCN(CC)c1ccc2c(O)cc(=O)oc2c1	-3	28	3	1	4	2.7	0.6	-37	-1
CC(=O)NNC(=O)c1ccncc1	2	16	9	3	13	-0.1	-1.2	3	4
CC1CN(C(=O)c2cc(F)c(F)cc2Cl)CC(C)O1 (stereo not given)	.	.	.	7	.	0.3	0.4	-3	0
Cc1cccc(CS(=O)(=O)Cc2ccc(C(=O)NCc3cccs3)o2)c1	1	-8	12	1	6	0.0	1.5	-5	0
O=C(NCc1ccccc1)C(=O)NCC(c1ccco1)N1CCN(c2ccccc2F)CC1 (stereo not given)	3	-5	31	1	6	0.2	2.0	2	-4
CC(C)C(=O)NC(NC1CCS(=O)(=O)C1)C(Cl)(Cl)Cl (stereo not given)	-1	1	8	1	8	0.1	0.1	-5	1
CC(=O)Nc1nc(C)c(S(N)(=O)=O)s1	-1	11	-4	.	6	2.1	0.1	-2	-3
Cc1nn(C)c(C)c1/C=N/NC(=O)CCn1nc(C)c([N+](=O)[O-])c1C	10	19	-4	5	8	1.8	1.0	-6	-2
Clc1nc(-c2ccccc2)cc(-c2ccc(Br)cc2)n1	.	.	.	9	.	-0.3	-4.5	-3	-2
COCCCn1c(SCC(=O)N2CC(=O)Nc3ccccc32)nnc1-c1ccoc1C	-3	8	35	10	1	0.2	-2.1	5	-2
COc1cc(-c2nnc3n2N=C(c2ccccc2)CS3)cc(OC)c1OC	-4	-1	.	9	-3	-0.1	-15	-9	7
COc1ccc(N2CCC(CNS(=O)(=O)c3cccc(C(F)(F)F)c3)C2)cc1 (stereo not given)	-7	-6	74*	15	15	-0.9	0.8	6	0
Cc1cc(NC(=O)Nc2ccccc2[N+](=O)[O-])no1	-4	30	-6	2	4	0.1	1.0	-5	-3
Cn1c(=O)n(CCOc2ccc(Cl)cc2Cl)c2ccccc21	7	24	98*	14	3	-0.9	0.2	-5	1
CC(C)(C)C(=O)/C=c1\s/c(=C\c2ccc(-c3ccc([N+](=O)[O-])cc3)o2)c(=O)n1CC(=O)NC(N)=O	5	13	15	8	4	2.4	-6.6	-4	-1
COc1ccccc1-c1c(C)nn2c(N3CCN(c4ccccc4OC)CC3)cc(C)nc12	4	12	52	13	14	2.0	-1.7	-19	-2
CCCOc1ccccc1N/C(=N/c1nc(C)cc(C)n1)NC(=O)COc1ccc(OC)cc1	0	-8	46	9	8	-2.2	-1.0	-23	-1
Cc1cccc(-c2ncc(CN3CCN(CCC(C)C)C(CCO)C3)cn2)c1 (stereo not given)	0	5	6	4	7	0.1	1.0	-5	2
CCc1cc2c(=O)nc3n(c2s1)Cc1ccccc1/C3=C(/O)c1ccccc1Cl	5	-5	0	.	16	0.4	-4.5	-14	-3
Cc1ccc(CSCCNC(=O)/C=C/c2ccc(Cl)cc2)cc1	9	0	48	5	7	0.2	-1.8	1	-1
O=C(Cn1cnc2cc([N+](=O)[O-])ccc2c1=O)N(Cc1ccccc1)C1CCS(=O)(=O)C1 (stereo not given)	0	4	21	5	4	-0.1	0.0	-14	4
CC(C)(C)c1ccc(/C=C/C(=O)N2CCc3ccccc3C2)cc1	2	.	61	9	14	0.5	-2.4	6	-1
O=C1NCCN(Cc2ccoc2)C1CC(=O)N(Cc1ccccc1)CC1CCC1 (stereo not given)	-1	-10	24	6	6	-1.3	-1.1	4	-1
CC(=O)N/N=C/c1cc(C(C)(C)C)cc(/C=N/NC(C)=O)c1O	2	.	55	14	5	52	-2.3	-3	-2
O=C(NCc1ccc(Cl)cc1Cl)C1CC(=O)N(Cc2ccccc2)C1 (stereo not given)	-3	12	42	7	6	0.3	0.3	1	4
O=C1CC[C@@H](CN(Cc2ccccn2)Cc2nc(-c3ccc(C(F)(F)F)cc3)no2)N1	-7	-6	8	9	8	0.9	1.5	2	0
O=C1OCCC1Sc1nc2ccccc2[nH]1 (stereo not given)	-2	-8	4	0	-14	1.2	0.4	3	1
N#CCCN1CCN(S(=O)(=O)c2ccc(S(=O)(=O)NC3CCCCC3)cc2)CC1	-2	4	16	7	7	0.4	0.7	-1	-3
COCC(=O)Nc1sc2c(c1C(=O)OC)CCC(C)C2 (stereo not given)	5	1	37	8&11	15	1.1	-2.5	-11	-1
CCC(C)NC(=O)CS(=O)Cc1nc(-c2ccccc2C)oc1C (stereo not given)	-6	16	1	.	3	0.7	0.0	-1	1
CCN1CCN(CC(O)COc2ccc(C)c(C)c2)CC1 (stereo not given)	-5	-18	3	14	1	2.2	1.8	1	-1
CCOC(=O)N1CCN(C(=O)c2ccc(N3CCCC3=O)cc2)CC1	-1	8	-2	16	0	-0.4	-0.1	-4	-2
O=[N+]([O-])c1cc(S(=O)(=O)N2CCCCC2)ccc1NCCCN1CCOCC1	-6	-7	-3	10	10	0.4	-0.5	-3	-3
COc1ccc2c(C)cc(SCC(=O)Nc3ncc(Cl)cc3Cl)nc2c1	6	11	30	14	8	0.7	1.6	28	0
Nc1ccc([N+](=O)[O-])cc1C(=O)NNC(=O)c1ccco1	1	23	3	7	4	0.5	1.2	-38	-1
Cc1cc(/C=C2\NC(=S)NC2=O)c(C)n1-c1cccnc1	-7	18	-8	9	1	4.7	-3.8	-27	-3
O=C(NCc1ccc2c(c1)OCO2)C1CCN(c2nccc(C(F)(F)F)n2)CC1	1	2	-14	5	8	-0.6	0.0	-9	3
O=C(O)CNc1ccccc1C(=O)O	-1	-4	24	10	1	0.1	4.4	-9	4
CCOC(=O)N1CCN(c2c(NCc3ccccc3OC)c(=O)c2=O)CC1	5	8	10	7	10	1.9	-0.3	3	-1
Cc1ccc(C(=O)NCC(=O)OCC(=O)c2ccc3c(c2)NC(=O)CO3)cc1C	-3	0	0	9	5	2.4	0.1	-6	3
CCC(=O)OCCn1c(=O)c2cc3c(=O)n(CCOC(=O)CC)c(=O)c3cc2c1=O	20	7	28	95*	54*	0.5	1.1	1	0
COc1ccc(NC(=O)C23CC4CC(C2)CC(n2cnc(Br)n2)(C4)C3)cc1Cl	-7	14	-2	.	10	0.3	1.1	-8	-2
O=C1CN(C(=O)CSc2nc3ccccc3n2CCc2ccccc2)c2ccccc2N1	1	6	-6	9	5	-0.4	2.2	32	4
O=C(c1cccnc1)N1c2ccccc2Sc2ccccc21	-7	11	-5	6	4	0.5	-2.2	1	8
Cc1cccc(OCC(=O)Nc2ccc(N3CCN(C(=O)c4ccco4)CC3)cc2)c1C	-4	20	10	5	7	4.3	1.4	2	1
CC(C)CCN1CCN(Cc2ccon2)CC1CCO (stereo not given)	-2	13	13	5	9	0.2	0.5	-5	-2

In the list so far, these have an NH in an aromatic ring:
SMILES	FXIa inh	PPC-1+TRAIL kill	CHOP inh	PGE2 EP2 inh	FXIIa inh	L929 necroptosis	TNF necrop inh	TbHK1 inh	Wee1 stabilizer
O=C(c1ccc(=O)[nH]c1)N(Cc1cccs1)C1(C(=O)NC2CCCC2)CCCCC1	10	15	27	6	13	-0.2	1.4	4	0
O=C1OCCC1Sc1nc2ccccc2[nH]1 (stereo not given)	-2	-8	4	0	-14	1.2	0.4	3	1

More records follow:
SMILES	FXIa inh	PPC-1+TRAIL kill	CHOP inh	PGE2 EP2 inh	FXIIa inh	L929 necroptosis	TNF necrop inh	TbHK1 inh	Wee1 stabilizer
COc1ccccc1N1CCN(C(=O)c2ccc(Cn3c(=S)[nH]c4cc5c(cc4c3=O)OCO5)cc2)CC1	2	23	30	10	9	-0.8	-0.7	-10	-3
Cc1cc(NC(=O)c2cccs2)no1	1	16	-3	1	17	0.3	0.6	-8	3
COCCNC(=O)CSC1=N/C(=C/c2ccc(Cl)c(Cl)c2)C(=O)N1c1ccccc1F	-1	5	5	2	5	1.8	1.0	-5	-3
COC(=O)C1=C(C)N(Cc2ccc3c(c2)OCO3)C(=O)C1	-3	10	13	8	4	0.6	0.9	0	6
CNCC(=O)N(CC(C)C)c1c(N)n(CC(C)C)c(=O)[nH]c1=O	6	3	10	3	11	0.4	-0.6	5	3
CC1(C)OC(=O)C(=CSc2ccc(C(C)(C)C)cc2)C(=O)O1	-2	-10	53	7	-5	1.4	-2.0	3	3
O=C(CCc1nc2ccccc2c(=O)[nH]1)Nc1ccc(F)cc1	5	3	1	6	15	0.0	1.5	18	5
CCc1cc(C(=O)OC)c(NC(=O)CCCC(=O)O)s1	1	18	-20	17	10	-0.1	-0.3	-2	7
COc1cc(CCN2C(=O)c3cccc4cccc(c34)C2=O)c(S(=O)(=O)NCCCO)cc1OC	9	17	28	10	10	2.5	-1.6	-17	-1
O=c1[nH]c(-c2ccc3c(c2)OCO3)nc2c1sc(=S)n2-c1ccccc1	-2	-16	43	12	2	2.8	-0.4	-28	-1
O=C1Nc2ccccc2C(O)(C(=O)NCc2ccco2)N1c1ccccc1 (stereo not given)	-3	10	49	8	-10	0.1	0.4	-6	3
O=C(ON=C1CCN(S(=O)(=O)c2ccccc2)CC1)c1cccc(Cl)c1	-2	16	53	5	4	0.3	-2.4	1	4
CCOC(=O)Cn1c2[n+](c3ccccc31)CC(O)CS2 (stereo not given)	5	-13	-3	-5	15	0.6	0.7	-6	2
COc1cccc(NC(=O)NCc2c(-c3ccccc3)noc2C)c1	1	31	11	7	8	0.4	1.2	-4	2
c1coc(CNc2ncnc3sc4c(c23)CCCCC4)c1	-2	-2	12	10	13	-0.1	-4.6	-4	-2
CC(Oc1ccccc1)c1ccnc(N)n1 (stereo not given)	-7	16	-1	10	-4	-0.7	-0.6	5	2
Cc1nc(SCc2ccc(O)c([N+](=O)[O-])c2)c([N+](=O)[O-])[nH]1	7	7	-2	14	9	-0.5	-5.6	-13	1
CN(C)c1nc(N(C)C)nc(N2CCCCC2)n1	4	-5	11	7	16	0.3	-0.7	-2	-3
Cc1ccc(C(C)C)c(OCc2nnc(SCC(=O)Nc3ncc(C)s3)n2C)c1	-14	5	41	4	9	-0.6	-1.9	-4	-1
CCOC(=O)c1sc2nc(Cc3ccc(Cl)cc3)[nH]c(=S)c2c1C	-6	-10	15	14	1	-1.6	0.3	-16	0
CN(C)S(=O)(=O)c1ccc(NC(=O)CN2CCN(C(c3ccccc3)c3ccccc3)CC2)cc1	1	3	23	5	12	0.3	-8.8	-6	1
Cc1ccc(Nc2c(-c3ccccc3)nc3cnccn23)cc1	-11	-4	-12	9	3	-1.7	0.0	-4	5
CCOc1cccc(/C=N/NC(=O)c2cc(-c3cccn3C)n[nH]2)c1O	-4	15	60	7	7	71	-8.8	-8	-3
CC(C)(C)SCCNC(=O)CSc1ccccc1	.	.	.	10	.	-0.7	0.3	-2	0
COc1ccc(-c2nnc3ccc(SC)nn23)cc1	1	11	37	10	8	0.0	-4.7	1	-3
CCOC(=O)N1CCC2(O)CCCCC2C1c1ccc(F)cc1 (stereo not given)	2	12	2	7	12	0.5	-1.2	0	-4
O=C(C1=C[C@@H](C2CC2)C[C@@H](OCc2ccc(CO)cc2)O1)N1CCN(Cc2ccccc2)CC1	1	8	-12	9	7	-0.8	1.4	-9	-2
